Ins promoter up – insulin promoter activators in MIN6 cells, imaging, high-content screening, mouse beta cells | MIN6 insulin promoter-GFP reporter; hits give high values | z-score at 5 µM | hit rate 0.3% among 190,000;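 active = z-score above 3 at 5 µM with at least 500 cells counted in the well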
human PMI inhibitors – human PMI inhibitors, high substrate, primary screen, biochemical, fluorescence intensity, high mannose 6-phosphate (AID 1220). Mannose-6-phosphate isomerase (Homo sapiens). recombinant PMI enzyme, coupled fluorescence intensity; higher % means a stronger effect. one-dose inhibition, % at 20 µM; IC50 in µM for titrated hits. hit rate 0.66% among 190,000
CSM14.1 death rescue – rescue of cells from ER stress-induced death, primary screen, 384-well, CSM14.1, thapsigargin, ATP luminescence (AID 1222). CSM14.1 thapsigargin-induced death rescue, ATP luminescence; higher % means a stronger effect. cellular ATP content (survival), % at 20 µM, or EC50 in µM where a hit was titrated. 190,000 tested, under 10 active;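 active = EC50 below 50 µM in the dose-response confirmation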;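 also: death triggered by thapsigargin at about 15 µM added after 2 h compound pretreatment; cell ATP read after overnight thapsigargin exposure of roughly 18 to 22 hours; normalized against plate controls of thapsigargin alone and 5% DMSO vehicle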
West Nile virus CPE – West Nile virus antiviral activity, cell-based, CPE readout (AID 1621) | hit rate 0.02% among 290,000 | West Nile virus-infected cells, CPE inhibition; higher % means a stronger effect | CPE inhibition, % at 10 µM; hits with a dose series show IC50 in µM; in the data active = a potency from the dose series; also: strong numbers were not always called active
SV40 large T antigen – SV40 large T antigen inhibitors, biochemical (AID 1903) | one-dose inhibition, % at 20 µM; IC50 in µM for titrated hits | SV40 large T antigen ATPase/helicase inhibition assay; higher % means a stronger effect | hit rate 0.39% among 310,000; in the data active = a potency from the dose series; also: strong numbers were not always called active
RSV antiviral HEp-2 – RSV antiviral activity via CPE protection, HEp-2 cells, primary 10 µM value included (AID 2391). HEp-2 cells, RSV-induced CPE inhibition; higher % means a stronger effect. one-dose CPE inhibition, % at 10 µM; IC50 in µM for titrated hits. hit rate 0.13% among 310,000; in the data active = a potency from the dose series; also: strong numbers were not always called active
PhoP inhibition – inhibitors of PhoP regulon expression, primary screen, Salmonella Typhimurium, GFP reporter (AID 1863). S. Typhimurium PhoP-regulated promoter GFP reporter, 4 h; higher % means a stronger effect. inhibition, % at 50 µM; hits with a dose series show IC50 in µM. hit rate 0.16% among 300,000;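 active = inhibition over 29.93%, a cutoff 3 SD above the screen mean, later confirmed by dose response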;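 also: 0% = low Mg2+ inducing control and 100% = high Mg2+ repressing control; strong numbers were not always called active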
TNAP activation fold – human TNAP enzyme activators, primary screen, biochemical, luminescent, no phosphate acceptor, uHTS (AID 1001); Alkaline phosphatase, tissue-nonspecific isozyme (Homo sapiens); purified TNAP, luminescent activation assay, no phosphate acceptor; higher activation fold means a stronger effect; activation fold at 20 µM; hits with a dose series show EC50 in µM; hit rate 0.03% among 200,000; in the data active = activation fold from about 3, or a potency from the dose series; inactive = the rest, 99 in 100 with activation fold below about 1.6; also: many of its hits are not listed in these tables
PMI inhibitors – inhibitors of human PMI, primary screen, biochemical, fluorescence intensity, coupled assay (AID 1209); Mannose-6-phosphate isomerase (Homo sapiens); purified PMI enzyme, coupled fluorescence intensity; higher % means a stronger effect; inhibition, % at 20 µM; hits with a dose series show IC50 in µM; hit rate 0.42% among 190,000;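 also: plate controls were DMSO vehicle for no effect and wells lacking substrate for full effect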
Ins promoter up cell count – further read-out of Ins promoter up, marked with its call; cell count; measured here: cytotoxicity, nuclei count;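 total cells summed across four imaged fields per well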
Numbers without * were called inactive; . = no result given. Rule as the data show it, unless noted: active = inhibition above about 50%; inactive = the rest.

The opening 3 entries as a preview:
No.	structure	Ins promoter up	Ins promoter up cell count	human PMI inhibitors	CSM14.1 death rescue	West Nile virus CPE
1	OCCC1CN(CC2CC2)CCN1Cc1ccc(F)c(F)c1 (centres undefined)	.	.	.	.	-0.2%
2	O=C(CN(C(=O)c1csnn1)c1ccc(Cl)cc1)NCc1ccc2c(c1)OCO2	.	.	.	.	-0.8%
3	CN(Cc1ccccn1)C(=O)c1ccc2nc(Cc3cccc(Cl)c3)oc2c1	.	.	.	.	-1.2%

No.	SV40 large T antigen	RSV antiviral HEp-2	PhoP inhibition	TNAP activation fold	PMI inhibitors
1	6%	0.8%	12%	.	.
2	1%	0.0%	6%	.	.
3	7%	16%	4%	.	.

The list itself, repeating the preview:
No.	structure	Ins promoter up	Ins promoter up cell count	human PMI inhibitors	CSM14.1 death rescue	West Nile virus CPE
1	OCCC1CN(CC2CC2)CCN1Cc1ccc(F)c(F)c1 (centres undefined)	.	.	.	.	-0.2%
2	O=C(CN(C(=O)c1csnn1)c1ccc(Cl)cc1)NCc1ccc2c(c1)OCO2	.	.	.	.	-0.8%
3	CN(Cc1ccccn1)C(=O)c1ccc2nc(Cc3cccc(Cl)c3)oc2c1	.	.	.	.	-1.2%
4	Nn1c(SCC(=O)Nc2ccc3c(c2)OCO3)nnc1-c1ccccc1	1.1	814	5%	-1.1%	-0.8%
5	C[C@]12CS(=O)(=O)C[C@H]1SC(=S)N2c1ccccc1	0.33	1056	.	.	0.2%
6	Nc1c(C(=O)NCCN2CCOCC2)c2nc3ccccc3nc2n1-c1cccc(F)c1	-0.08	1000	-7%	-1.1%	0.4%
7	Cc1ccc(C(=O)CSc2nnnn2-c2ccccc2)o1	-0.26	1233	2%	0.3%	-0.7%
8	O=C(c1ccc2[nH]c(=O)c(=O)[nH]c2c1)N1CCc2ccccc2C1	.	.	.	.	1.0%
9	COc1ccc(-n2ncc3c2CC(C)(C)CC3NC(=O)C2CCN(C(C)=O)CC2)cc1 (centres undefined)	.	.	.	.	0.2%
10	Cc1ccccc1NC(=O)C(=O)NCc1ccccn1	-0.57	1896	3%	0.7%	0.8%
11	CC(C)(Oc1ccc(Cl)cc1)C(=O)Nc1ccc2oc(-c3ccncc3)nc2c1	0.7	1066	-22%	-0.2%	0.3%
12	O=C(Cc1cccc2ccccc12)NNC(=O)Nc1ccc(Cl)cc1	-0.53	944	.	.	0.1%
13	Cc1onc(NC(=O)c2ccc(Cl)cc2Cl)c1Br	-0.73	1361	-8%	0.9%	-0.9%
14	CCOC(=O)CC(NC(=O)Cn1nnc(-c2ccccc2C)n1)c1ccc(OC)cc1 (centres undefined)	-0.55	1591	-2%	0.8%	-1.1%
15	Cc1nc2c(C(=O)NCc3ccc4c(c3)OCO4)cnn2c(C)c1Cc1ccc(F)cc1Cl	-0.07	1608	-6%	-6.4%	1.5%

No.	SV40 large T antigen	RSV antiviral HEp-2	PhoP inhibition	TNAP activation fold	PMI inhibitors
1	6%	0.8%	12%	.	.
2	1%	0.0%	6%	.	.
3	7%	16%	4%	.	.
4	1%	0.6%	-7%	1.1	8%
5	8%	4.2%	-6%	.	.
6	2%	-2.5%	2%	1.1	-15%
7	1%	-0.7%	-2%	1.1	-10%
8	3%	1.1%	-1%	.	.
9	16%	0.1%	3%	.	.
10	3%	0.2%	5%	1.1	6%
11	4%	12%	16%	1	-10%
12	20%	15%	-9%	.	.
13	4%	1.3%	11%	1.1	-16%
14	0%	1.2%	-9%	1.1	3%
15	-2%	0.8%	18%	1	7%

(listing goes on)
No.	structure	Ins promoter up	Ins promoter up cell count	human PMI inhibitors	CSM14.1 death rescue	West Nile virus CPE
16	Cc1ccc(-c2nc(-c3ccncc3)no2)cc1	.	.	.	.	0.4%
17	O=C(CNS(=O)(=O)c1cccc2nsnc12)NCCc1ccccc1	.	.	.	.	-0.5%
18	CC(=O)NC(CCS(C)(=O)=O)C(=O)Nc1ccccc1C (centres undefined)	0.51	1259	3%	.	-0.4%
19	O=C(c1ccccc1)c1ccc(-n2cnnc2)c([N+](=O)[O-])c1	.	.	.	.	-0.9%
20	O=C(O)c1cccc(-n2c(-c3cnccn3)n[nH]c2=S)c1	0.63	1595	-2%	-1.3%	0.5%
21	CCOC(=O)c1c(-c2ccccc2)oc2cc(Br)c(O)c(C=O)c12	.	.	.	.	-0.2%
22	CCCN1C(=O)C(O)(CC(=O)c2cccc(OC)c2)c2ccccc21 (centres undefined)	0.55	1142	-4%	-3.7%	-0.1%
23	CC(=C/c1ccccc1)/C=N/NC(=O)c1cccs1	0.01	1070	.	.	0.0%
24	O=C(O)C1C2C=CC(O2)C1C(=O)NCc1ccc2c(c1)OCO2 (centres undefined)	.	.	-8%	-2.3%	-0.1%
25	COc1ccc(NC(=O)N2CCCC(c3ccccc3)C2)cc1 (centres undefined)	.	.	.	.	-1.3%
26	COc1cc(S(=O)(=O)N2CCOCC2)cc(C(=O)c2nccn2C)c1OC	0.62	1120	1%	-0.3%	0.0%
27	CCCc1ccc(OCC(=O)NNC(=O)c2cccnc2)cc1	.	.	32%	-1.2%	0.2%
28	Cc1ccc(N2CCN(S(=O)(=O)N(C)C)CC2)cc1Cl	1.4	1099	1%	-0.5%	0.1%
29	C=CCN(CC=C)CCOc1ccc(OC(C)C)cc1	-0.32	1634	8%	0.9%	-0.7%
30	Cc1ccc(-c2cc(C(=O)N/N=C/c3cccnc3)n[nH]2)o1	0.33	1268	-4%	-1.5%	1.2%

No.	SV40 large T antigen	RSV antiviral HEp-2	PhoP inhibition	TNAP activation fold	PMI inhibitors
16	7%	7.0%	3%	.	.
17	16%	1.4%	-4%	.	.
18	2%	-0.2%	-1%	1	6%
19	5%	1.9%	-1%	.	.
20	9%	0.8%	-3%	1	-15%
21	17%	11%	6%	.	.
22	11%	2.1%	4%	1.1	9%
23	9%	2.7%	2%	.	.
24	-3%	0.4%	-3%	1.1	-8%
25	5%	7.7%	-5%	.	.
26	-1%	0.4%	-12%	1.1	6%
27	5%	1.6%	-1%	1.2	-6%
28	-1%	1.9%	3%	1.1	8%
29	-2%	-0.5%	-6%	1.1	7%
30	7%	-0.3%	0%	0.3	-6%

The listing continues:
No.	structure	Ins promoter up	Ins promoter up cell count	human PMI inhibitors	CSM14.1 death rescue	West Nile virus CPE
31	CC1CCCCC1NC(=O)CSc1nnc(CNC(=O)c2ccccc2)n1C (centres undefined)	-0.11	1618	8%	-1.5%	0.8%
32	O=C(NCCc1ccccc1)c1cc2ccccc2oc1=O	.	.	.	.	0.5%
33	Cc1ccc(CNC(=O)CCCc2c[nH]c3ccccc23)cc1	.	.	.	.	0.1%
34	CCOc1cccc(SCc2noc(C(=O)NCC3CCCO3)c2C(=O)O)c1 (centres undefined)	1.4	1447	-14%	0.4%	-0.1%
35	CCOC(=O)N1CCN(c2cc(=O)n(-c3ccc(OCC)cc3)c(=O)[nH]2)CC1	-0.32	1252	10%	-1.9%	0.2%
36	COC(=O)[C@H](c1ccccc1Cl)N1CCc2sccc2C1	.	.	.	.	-0.4%
37	COc1ccc2cc(C)c3nnc(SCC(=O)Nc4nc(-c5ccc(F)cc5)cs4)n3c2c1	-0.44	1215	-13%	-2.2%	-0.9%
38	O=[N+]([O-])c1cc(C(F)(F)F)cc([N+](=O)[O-])c1NCCNC(=S)Nc1ccc(Cl)c(Cl)c1	-0.35	1421	.	.	-0.7%
39	Cc1ccccc1N=C1NC(=O)/C(=C/c2cccn2-c2cccc(C(=O)O)c2)S1	-0.18	1429	17%	-2.4%	-0.3%
40	CCn1c2ccccc2c2cc(/C=N/NC(=O)c3cccc(C)c3)ccc21	-0.39	1152	8%	-1.4%	1.0%
41	CCCC(C)NC(=O)COC(=O)c1ccccc1SCC(=O)NC(C)CCC (centres undefined)	.	.	-10%	-1.1%	-0.3%
42	Cc1ccc(C)c(C2=NNC(=NCc3ccccc3)SC2)c1	1	1181	-3%	-1.5%	-0.6%
43	COc1ccccc1N=C(C)C1=C(O)COC1=O	.	.	-3%	-0.9%	0.4%
44	CCn1c(SCC(=O)N/N=C(/C)c2ccncc2)nc2ccccc21	-0.57	1000	.	.	-0.3%
45	COc1ccc2c(c1OC)C(=O)OC2CC(=O)c1ccc(O)cc1 (centres undefined)	1.1	1013	-12%	0.5%	.

No.	SV40 large T antigen	RSV antiviral HEp-2	PhoP inhibition	TNAP activation fold	PMI inhibitors
31	3%	2.4%	-5%	1.2	8%
32	9%	0.3%	-1%	.	.
33	1%	4.6%	4%	.	.
34	3%	0.6%	-2%	1.1	-8%
35	8%	0.6%	-5%	1.1	19%
36	12%	-1.0%	1%	.	.
37	20%	1.0%	-13%	1	-10%
38	9%	-2.2%	-3%	.	.
39	9%	.	8%	1	1%
40	-2%	1.4%	-9%	1.1	12%
41	-9%	1.7%	-13%	1.1	-8%
42	13%	.	7%	1	-6%
43	0%	0.3%	1%	1.1	3%
44	13%	0.7%	-12%	.	.
45	1%	0.2%	-18%	1	-10%

Continued.
No.	structure	Ins promoter up	Ins promoter up cell count	human PMI inhibitors	CSM14.1 death rescue	West Nile virus CPE
46	O=C(CNc1cccc([N+](=O)[O-])c1)N/N=C/c1ccc(F)cc1	-0.9	1292	2%	.	-0.3%
47	CC1(C)Cc2c(cnn2-c2ccccc2)C(NC(=O)C2(C(N)=O)CC2)C1 (centres undefined)	.	.	.	.	-0.9%
48	Cc1nc2ccc(N=NC3=C(O)CC(C)(C)CC3=O)cc2s1	1.2	1382	18%	2.2%	-0.1%
49	CS(=O)(=O)c1ccc2nc(NC(=O)CCN3C(=O)c4ccccc4C3=O)sc2c1	0.83	1292	-61%	-1.6%	2.2%
50	CCOC(=O)N1CCN(Cc2nc3c(c(=O)n(C)c(=O)n3C)n2Cc2ccccc2)CC1	1.5	1657	12%	-3.1%	0.0%
51	CNc1nc(CC(C)=O)ns1	0.21	1213	-6%	0.3%	0.2%
52	O=C(N=C1SC2CS(=O)(=O)CC2N1c1ccc(F)cc1)C1CC1 (centres undefined)	.	.	.	.	-0.5%
53	O=C(NCCCN1CCCC1=O)c1ccc(OCc2ccccc2)cc1	.	.	4%	0.1%	-0.2%
54	C=CCOc1ccc(/C=C/C(=O)OCC(=O)NC2CCCCCC2)cc1	.	.	.	.	0.1%
55	Cc1cccc(-n2ncc3c2CCCC3NC(=O)CCN2CCCO2)c1C (centres undefined)	.	.	.	.	-1.0%
56	CCn1nc(C)c(/C=N/NC(=O)c2nc3nc(C)cc(C)n3n2)c1C	-0.53	1106	.	.	0.3%

No.	SV40 large T antigen	RSV antiviral HEp-2	PhoP inhibition	TNAP activation fold	PMI inhibitors
46	12%	3.2%	-7%	1	1%
47	8%	0.6%	-2%	.	.
48	5%	2.8%	3%	0.9	11%
49	11%	-1.6%	-7%	1.1	-52%
50	6%	3.8%	10%	1	15%
51	5%	1.1%	1%	1.1	-3%
52	12%	-0.1%	-9%	.	.
53	-1%	3.2%	-3%	1.1	7%
54	14%	1.5%	-3%	.	.
55	8%	4.1%	-2%	.	.
56	10%	1.4%	-8%	.	.

Screening results: PubChem, several laboratories
